# Source: PubChem (National Center for Advancing Translational Sciences (NCATS))
# NPC1 promoter act = activators of NPC1 promoter | Huh7 NPC1 promoter luciferase reporter, 24 h | Potency, µM (top dose mostly 9.22 µM), for the others: at the highest dose activation, most hits filed as activators | hit rate 2.4% among 320,000 | AID 485313;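 also: % of control where 0% means no effect; nearly all actives have a fitted effect of over 60% in size; reporter is driven by a mutant NPC1 promoter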
#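 Luminescence from an NPC1 promoter-driven luciferase reporter in stably transfected Huh7 cells was measured after 24 h compound treatment at 37 °C, followed by 10 min ambient incubation with luciferase detection reagent.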
# Rab9 promoter act = activators of Rab9 promoter; Huh7 Rab9 promoter-luciferase reporter, luminescence, 24 h; Potency, µM (series often up to 9.22 µM), without a hit: top-dose activation, negative = inhibition, actives largely listed as activators; hit rate 2.8% among 320,000; AID 485297; also: % of control where 0% means no effect; nearly all actives have a fitted effect of over 60% in size
#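 Stable Rab9-luc Huh7, 1500 cells/well, 2 h settle; cmpd in DMSO, 24 h, 37 °C/5% CO2; luciferase reagent 10 min RT; luminescence.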
# BRCA1 expr act = increases BRCA1 expression | AID 624202 | hit rate 1.1% among 380,000 | MCF7-BRCA1-FFLuc reporter, luminescence, 48 h; response scale: scaled: vehicle 0%, 10 µM genistein 100% | Potency, µM (top dose mostly 46.1 µM), for inactives: at the top dose activation, usual class: activators; also: nearly all actives have a fitted effect of over 80% in size; some results filed as inactive show a strong effect at the top dose
#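 MCF7-BRCA1-FFLuc cells, 2000/well in phenol-red-free MEM, attached 2 h then treated 48 h at 37 C. Luciferase luminescence read 15 min after reagent; normalized to genistein maximum activation (10microM) and DMSO, concentration-response fitted.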
# p53 reactivation = restores transcriptional activity of mutant p53; H1299 p53-A138V BP100-luciferase reporter, luminescence, 24 h; Potency, µM (top dose mostly 92.2 µM), inactives show at the top dose activity change, positive = activation, usual class: activators; hit rate 0.063% among 320,000; also: % of control where 0% means no effect; nearly all actives have a fitted effect of over 45% in size
#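 H1299 (p53-null), stable ts p53-A138V + BP100-Luc; 1000 cells/well, Opti-MEM/10% FBS; cpd 4 pt, 1:5; 24 h, 37 deg C, 5% CO2; detection reagent 10 min RT; luminescence.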
# FLuc counter = inhibits or activates purified firefly luciferase, miR-21 counter-screen; P08659; purified FLuc, Km substrates, luminescence inhibition; Potency, µM (highest dose often 57.5 µM), for inactives: at the highest dose activity change, negative = inhibition, hits mostly inhibitors; hit rate 6.9% among 360,000; AID 588342;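 also: plate controls were vehicle for no effect and reference inhibitor for full effect; nearly all actives have a fitted effect of over 55% in size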
# Target sequence (P08659 whole entry, looked up): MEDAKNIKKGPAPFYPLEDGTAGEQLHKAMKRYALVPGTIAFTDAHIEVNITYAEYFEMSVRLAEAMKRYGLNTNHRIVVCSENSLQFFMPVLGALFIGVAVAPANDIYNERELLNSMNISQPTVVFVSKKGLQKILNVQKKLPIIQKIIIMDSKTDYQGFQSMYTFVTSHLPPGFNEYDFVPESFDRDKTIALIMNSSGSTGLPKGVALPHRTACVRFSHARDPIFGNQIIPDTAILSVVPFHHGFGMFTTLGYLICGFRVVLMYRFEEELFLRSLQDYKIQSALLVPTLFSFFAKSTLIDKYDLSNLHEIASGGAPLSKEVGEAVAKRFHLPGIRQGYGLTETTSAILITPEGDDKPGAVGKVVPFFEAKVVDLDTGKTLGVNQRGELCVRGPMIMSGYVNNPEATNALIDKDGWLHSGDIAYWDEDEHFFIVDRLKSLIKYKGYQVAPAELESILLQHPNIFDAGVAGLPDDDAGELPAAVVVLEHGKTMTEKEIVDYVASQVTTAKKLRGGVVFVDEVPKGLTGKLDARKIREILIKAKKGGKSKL
#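 Purified P. pyralis luciferase (10nM final) with 10uM D-luciferin and 10uM ATP (Km levels) in 50mM Tris acetate pH 7.5, 10mM Mg acetate, 0.01% Tween-20, 0.05% BSA; qHTS 6-point titration, ~60 µM downward; luminescence read.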
# Gal4-VP16 FLuc = inhibits Gal4-VP16 luciferase reporter, ROR gamma counter-screen. hit rate 3.5% among 310,000. Potency, µM (series often up to 53.6 µM), for the others: top-dose activity, negative = inhibition, actives largely listed as inhibitors. Drosophila S2 Gal4-VP16 UAS-luciferase, luminescence, 20 h;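 also: Gal4-VP16 expression switched on by copper sulfate through the metallothionein promoter; % is scaled to controls: 0 for no effect and ±100 for the full control effect; nearly all actives have a fitted effect of over 50% in size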
# ELG1 genotoxic = genotoxicity induction in ELG1-luciferase HEK293T cells. HEK293T ELG1-luciferase reporter, luminescence, 16 h. Potency, µM (top dose mostly 46 µM), inactives show top-dose activity change, positive = activation, most hits filed as activators. hit rate 1.3% among 330,000; also: % of control where 0% means no effect; nearly all actives have a fitted effect of over 60% in size
#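 16 hr compound incubation (37 °C, 5% CO2) of HEK293T cells carrying luciferase-tagged ELG1; luciferase then measured by ONE-Glo luminescence after 30 min at RT.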
# MLL CXXC-DNA inh = blocks binding of human MLL CXXC domain to DNA | Q03164 | MLL-CXXC / FITC-HOXA9 DNA fluorescence polarization | Potency, µM (doses to about 115 µM), inactives show top-dose activity change, negative = inhibition, most hits filed as inhibitors | hit rate 0.037% among 290,000 | AID 2662; active = well fitted inhibition curve with a large enough effect in the polarisation, with a control signal flat, not every such curve was filed as active; inconclusive = small, poorly fitted or top-dose-only effect, or effect the other way, or a change in a side signal; inactive = no such curve, though single readings can be large or run the other way; the % refers to the polarisation
#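 Steps: dispense CXXC domain solution (7 uM) → pin compounds or unlabeled HOX-A9 DNA control → 5 min ambient → add FLSN-HOX-A9 solution (50 nM) → spin → 30 min ambient → fluorescence polarization. Tris pH 7.5/NaCl/DTT/BSA buffer.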
# MBNL1 CUG block = blocks human MBNL1 binding to CUG repeat RNA; Q9NR56; AID 2675; TR-FRET MBNL1-His/biotin-(CUG)12 binding, 665/545 ratio; hit rate 0.036% among 280,000; Potency, µM (titrated, usually from 57.5 µM), for inactives: top-dose activity change, negative = inhibition, hits mostly inhibitors; active = well fitted inhibition curve with a large enough effect in the signal ratio, with a control signal flat, not every such curve was filed as active; inconclusive = small, poorly fitted or top-dose-only effect, or effect the other way, or a change in a side signal; inactive = no such curve, though single readings can be large or run the other way; the % refers to the signal ratio; also: % is scaled to controls: 0 for no effect and ±100 for the full control effect
# Target sequence (Q9NR56 whole entry, looked up): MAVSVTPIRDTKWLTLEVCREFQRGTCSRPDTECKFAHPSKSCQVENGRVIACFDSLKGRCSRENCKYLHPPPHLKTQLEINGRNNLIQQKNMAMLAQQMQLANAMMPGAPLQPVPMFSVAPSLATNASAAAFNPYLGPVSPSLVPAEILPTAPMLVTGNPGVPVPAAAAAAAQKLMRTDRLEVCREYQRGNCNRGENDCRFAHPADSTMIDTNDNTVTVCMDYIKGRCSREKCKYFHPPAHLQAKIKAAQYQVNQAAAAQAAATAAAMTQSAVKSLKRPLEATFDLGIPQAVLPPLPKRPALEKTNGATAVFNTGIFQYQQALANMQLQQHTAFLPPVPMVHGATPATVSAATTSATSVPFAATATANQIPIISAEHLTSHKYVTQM
#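 Ratiometric TR-FRET (665 over 545 nm, excitation 340 nm) tracks disruption of MBNL1-His/biotin-(CUG)12 complex after 60 min at room temperature, with compounds at 92 nM to 58 uM final.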
# uPA generation = cell surface uPA generation inhibition. Potency, µM (series often up to 38.3 µM), for the others: at the highest dose activity change, negative = inhibition, hits mostly inhibitors. hit rate 0.31% among 330,000. cell surface uPA generation assay, qHTS; active = well fitted inhibition curve with a large enough effect; inconclusive = small, poorly fitted or top-dose-only effect; inactive = no such curve, though single readings can be large or run the other way; tested in mouse RAW 264.7 cells; also: % is scaled to controls: 0 for no effect and ±100 for the full control effect; nearly all actives have a fitted effect of over 55% in size
# RORg inh = blocks mouse ROR gamma transcriptional activity | P51450 | Drosophila S2 Gal4-RORgamma UAS-luciferase reporter, 20 h | Potency, µM (titrated, usually from 53.6 µM), for the others: at the highest dose activity change, negative = inhibition, actives largely listed as inhibitors | hit rate 5.4% among 310,000 | AID 2551; also: % is scaled to controls: 0 for no effect and ±100 for the full control effect; nearly all actives have a fitted effect of over 60% in size
#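 Luminescence from a UAS-regulated Photinus luciferase reporter in stably transfected Drosophila Schneider cells is measured; decreased signal marks ROR gamma inhibition. Fusion expression is induced by 700 uM copper sulfate for 20 hr.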
# The depositor's hits bear a star; ? = inconclusive; / = no result given; & = joins results of further samples; [ ] = another dose, or the depositor's remark. Unless noted, calls follow the shape of the dose curve; as a rule, active = well fitted curve in the direction sought with a large enough effect; inconclusive = small, poorly fitted or top-dose-only effect, or another doubt; inactive = no such curve, though single readings can be large; an effect the other way counts as inactive or inconclusive. Potency is read from the fitted curve at half-maximal effect.
Compound,BRCA1 expr act,MLL CXXC-DNA inh,MBNL1 CUG block,Gal4-VP16 FLuc,RORg inh,FLuc counter,ELG1 genotoxic,Rab9 promoter act,p53 reactivation,uPA generation,NPC1 promoter act
Cc1ccc(OCCSc2nnc(-c3cccs3)n2C)cc1,-22.8%,11.5%,-11.3%,-0.8%,26.6%,-11.5%,-5.6%,0.5%,-7.4%,-1.0%,-2.6%
CCOc1cc(C=O)ccc1OS(=O)(=O)c1ccc(NC(C)=O)cc1,-1.0%,-11.9%,/,6.7%,24.0%,4.4%,0.2%,-3.8%,-3.2%,-1.6%,-3.9%
COc1ccc(/C=C/CN2CCC(n3nccc3NC(=O)C3CCCC3)CC2)cc1,-3.8%,-3.9%,2.7%,-15.0%,-4.7%,-0.4%,-3.6%,0.3%,5.8%,-19.8%,-4.1%
O=C(N/N=C\c1ccc(OC(=O)c2ccco2)cc1)c1ccc(Cl)cc1,3.3%,18.4%,13.2%,-15.9%,-10.5%,2.5%,19.9%,12.6%,5.4%,1.4%,7.1%
CCOC(=O)c1c(C)[nH]c(C(=O)N/N=C/c2ccc(Br)cc2)c1C,-96.4%,2.3%,3.4%,?,?,0.5%,4.5%,-9.3%,5.9%,-10.4%,17.6%
O=C(NC(=S)NC1C2CC3CC(C2)CC1C3)c1ccccc1 (stereo not drawn),73.9%,33.0%[activator],-0.5%,1.78µM*,1.58µM*,?,18.4%,12.1%,0.0%,-1.1%,16.8%
COc1ccc(Cl)cc1S(=O)(=O)Oc1ccc(NC(C)=O)cc1,-13.0%,-5.6%,?,1.0%,?,5.4%,3.7%,1.5%,-3.2%,1.1%,-4.3%
Cc1cccnc1NC(=S)NCc1ccco1,4.0%,0.3%,0.4%,?,2µM*,-0.2%,1.4%,-3.7%,-4.2%,?,-3.5%
Cc1ccc(/C=C2\SC(N3CCCC3)=NC2=O)cc1,/,-1.7%,?,26.0%,11.4%,?,14.5%,16.6%,-2.1%,/,12.4%
CNC(=O)CSc1nccn1Cc1ccc(Cl)cc1,-2.9%,0.7%,-3.4%,7.1%,10.4%,-1.5%,-6.0%,-1.6%,-3.0%,2.7%,-0.8%
Cc1ccc(C(=O)OCC(=O)Nc2ccc(Cl)cn2)s1,-0.7%,/,/,/,/,3.1%,2.5%,16.7%,10.9%,8.6%,-4.4%
CC(=O)O[C@@H]1[C@@]2(C)O[C@H]2CC[C@]23O[C@H]2[C@H](OC3=O)C2=C(C)C(=O)O[C@@]21O,0.8%,-5.0%,-21.1%,?,?,6.7%,2.3%,-8.1%,-0.9%,?,-3.8%
O=C(Nc1cccc(S(=O)(=O)N2CCOCC2)c1)c1ccc(N2CCCC2=O)cc1,-0.7%,/,/,/,/,?,-1.6%,1.5%,-10.3%,-8.3%,-2.1%
Cc1cc(CC(C)C)n(-c2nc3ccccc3c(=O)n2OCC(=O)N(C)C)n1,4.2%,-0.7%,7.1%,6.31µM*,2.24µM*,?,?,11.9%,?,-5.8%,-1.1%
CCOC(=O)c1cnc2ccc(Br)cc2c1NCCCN1CCOCC1,0.0%,6.8%,13.7%,/,/,1.6%,5.6%,-2.7%,/,0.7%,-1.8%
Cc1nn(C)cc1CN1CCC(n2nccc2NC(=O)CCCc2ccccc2)CC1,6.2%,-2.2%,-3.5%,-12.3%,-0.2%,3.2%,1.2%,1.9%,10.6%,0.9%,-2.8%
Cc1cccc(C(=O)NNC(=O)c2ccccc2O)c1,6.7%,7.5%,-6.1%,?,12.6µM*,21.3µM*,?,?,/,-19.8%,3.16µM*
O=C(N/C(=C\c1ccc([N+](=O)[O-])cc1)C(=O)N1CCOCC1)c1ccccc1,-8.4%,0.6%,?,13.0%,4.1%,-2.2%,-1.1%,-0.4%,-0.6%,5.5%,-2.9%
Cc1ccc(C(=O)c2ccc([N+](=O)[O-])cc2)cc1C,40.3%,-8.4%,?,0.3%,8.0%,?,?,17.9%,19.2%,-2.8%,10.6%
COc1cc2c(cc1OC)C(c1ccc(N(C)C)cc1)NCC2 (stereo not drawn),0.8%,-3.2%,-4.9%,-7.8%,-10.9%,-14.3%,-3.2%,-5.3%,11.4%,-10.1%,-3.5%
COc1ccccc1NC(=O)CSc1nc2nc(C)cc(C)c2c(=O)[nH]1,-33.2%,-4.6%,-5.3%,8.4%,-20.3%,-0.5%,16.7%,-2.6%,-6.9%,-7.0%,-1.9%
CC(=O)Nc1cccc(NC(=O)CSc2nc3ccccc3o2)c1,10.2%,-10.6%,-13.5%[11.5 µM],-23.4%,8.1%,-15.1%,-2.2%,-0.1%,14.9%,9.8%,5.9%
Cc1ccc(S(=O)(=O)N2CCN(CC(=O)NC3CCCc4ccccc43)CC2)c(C)c1 (stereo not drawn),-46.1%,8.4%,-0.1%,1.2%,-3.7%,2.8%,-9.7%,9.5%,0.7%,/,-1.6%
CCOC(=O)CN1C(=O)N[C@@H](c2ccccc2)C(C(=O)OC)=C1C,12.5%,2.0%,0.3%,-5.4%&-0.3%,20.5%&-3.2%,6.4%,0.4%,-6.4%,1.4%,7.9%,-0.2%
CCC(C)N1C(=O)/C(=C/c2c(NCCCOC(C)C)nc3c(C)cccn3c2=O)SC1=S (stereo not drawn),0.2%,?,-10.7%,-3.8%,-35.0%,-0.6%,-1.2%,8.8%,2.7%,-4.7%,-0.2%
Cc1c(NC(=S)NC(=O)c2ccc(COc3ccccc3)cc2)cccc1C(=O)O,45.6%,31.8%[activator],5.0%,-13.9%,?,?,-3.4%,9.6%,9.7%,4.9%,11.5%
Cc1ccc(C)c2c1cc(C)c1nnc(SCC(=O)Nc3cccc(C(=O)O)c3)n12,13.2%,-21.9%,19.4%,-0.5%,-6.1%,1.3%,1.7%,-1.4%,3.4%,4.7%,0.8%
C=CCn1c(NCc2cc(Cl)ccc2O)nc2ccccc21,8.4%,6.4%,0.3%,-4.4%,37.0%,-16.3%,-2.5%,0.1%,?,1.0%,-3.2%
Cc1ccc(C(=O)NC(=S)Nc2ccc(CN3CCOCC3)cc2)cc1,15.2%,0.0%,0.0%,?,14.1µM*,?,-15.8%,10.0%,-8.5%,5.8%,6.7%
CC(C)[C@H](NC(N)=O)C(=O)Nc1cccc(S(=O)(=O)NC2=NCCCCC2)c1,5.4%,/,/,/,/,-1.1%,0.9%,0.6%,0.7%,3.4%,-1.9%
O=C(O)c1ccc(S(=O)(=O)NC2CCCCC2)cc1,8.1%,-1.7%,-7.8%,-7.5%,7.8%,-0.5%,-0.5%,5.5%,1.2%,-1.7%,1.6%
Oc1c(Br)cc(Cl)cc1C=Nc1ccc(N2CCOCC2)cc1,-33.8%,13.2%,7.5%,-12.7%,-31.8%,16.9µM*,-4.5%,-5.8%,0.3%,5.8%,0.3%
Cc1ccc(NC(=O)CSc2nc3ccccc3c(=O)n2CCCN2CCCCC2)cc1C,-48.5%,5.6%,-5.0%,?,?,-2.0%,0.6%,-7.5%,-12.8%,-9.0%,-2.7%
CC(OC(=O)CN1C(=O)c2ccccc2C1=O)C(=O)NC1(C#N)CCCCC1 (stereo not drawn),-0.7%,/,/,/,/,4.2%,2.3%,-0.1%,5.0%,7.9%,0.2%
COc1ccccc1NC(=O)c1cc([N+](=O)[O-])ccc1NCCN1C(=O)CCC1=O,-47.7%,-3.5%,?,3.8%,-0.5%,-5.8%,0.5%,-1.0%,2.8%,-13.6%,17.1%
Cn1ccsc1=NC(=O)c1ccc(Cl)cc1,50.8%,-19.4%,-1.9%,-3.2%[10 µM],1.4%,16.9µM*,?,?,5.9%,2.4%,?
COc1ccc(C(C#N)N2CCCCCC2)cc1OC (stereo not drawn),3.3%,-13.3%,7.1%,-6.6%,0.7%,1.4%,0.7%,3.6%,5.8%,0.6%,2.2%
O=c1c2ccccc2nc(/C=C/c2ccccc2)n1CCc1ccccc1,-14.4%,-1.0%,10.6%,-2.9%,3.5%,-14.3%,-13.5%,0.0%,3.4%,-2.2%,3.3%
Cc1cccc(C)c1N1CCN(S(=O)(=O)N2CCCCC2)CC1,-42.8%,-12.2%,1.4%,-12.3%,21.8%,0.4%,-9.9%,1.5%,20.9%,2.7%,-5.4%
COC(=O)C1=C(C)NC(C)=C(C(=O)OC)C1c1ccc(OC(=O)c2ccco2)cc1,-43.2%,37.4%[activator],3.0%,2.8%,22.3%,0.0%,14.7%,-4.9%,-22.3%,-7.4%,-1.8%

# This is a subset; count on the stated rates, not on these rows.
